# Kir21 inh: Kir2.1 (mouse) channel inhibition | P35561 | HEK293-Kir2.1, FluxOR thallium flux fluorescence; stronger effect = lower value | B-score at 10 µM | 310,000 compounds, 0.85% hits | AID 1672;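 active = fluorescence ratio B-score at or below minus 3 SD of library scores, with starting-brightness B-score within 2 SD, cut at about -4.2 in these data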;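 note: channel flux triggered by added potassium and thallium sulfate stimulus; B-score of peak minus minimum fluorescence over baseline after thallium stimulus; more negative B-score means stronger Kir2.1 block with less thallium influx; some compounds called inactive have numbers as strong as hits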
# Target sequence (P35561 whole entry, looked up): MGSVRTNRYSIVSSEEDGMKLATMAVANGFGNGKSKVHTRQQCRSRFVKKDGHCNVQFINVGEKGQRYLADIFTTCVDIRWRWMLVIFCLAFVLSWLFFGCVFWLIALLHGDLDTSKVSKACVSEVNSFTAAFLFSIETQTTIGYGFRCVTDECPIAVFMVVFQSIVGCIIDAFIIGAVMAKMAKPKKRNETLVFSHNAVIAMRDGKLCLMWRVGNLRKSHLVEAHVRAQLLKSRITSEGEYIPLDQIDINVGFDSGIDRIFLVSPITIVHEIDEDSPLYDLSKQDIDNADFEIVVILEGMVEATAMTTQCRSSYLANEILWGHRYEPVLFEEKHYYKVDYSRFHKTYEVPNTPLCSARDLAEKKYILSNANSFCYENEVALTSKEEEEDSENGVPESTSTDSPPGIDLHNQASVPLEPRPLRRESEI
# STK33 inh: blocks human STK33 kinase activity | Q9BYT3 | 320,000 compounds, 0.073% hits | purified STK33, MBP phosphorylation, ADP-Glo luminescence | inhibition, % at 10 µM;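 active = inhibition at or above 25%, using the most active replicate where run in duplicate; inactive = inhibition below 25%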
# Target sequence (Q9BYT3 whole entry, looked up): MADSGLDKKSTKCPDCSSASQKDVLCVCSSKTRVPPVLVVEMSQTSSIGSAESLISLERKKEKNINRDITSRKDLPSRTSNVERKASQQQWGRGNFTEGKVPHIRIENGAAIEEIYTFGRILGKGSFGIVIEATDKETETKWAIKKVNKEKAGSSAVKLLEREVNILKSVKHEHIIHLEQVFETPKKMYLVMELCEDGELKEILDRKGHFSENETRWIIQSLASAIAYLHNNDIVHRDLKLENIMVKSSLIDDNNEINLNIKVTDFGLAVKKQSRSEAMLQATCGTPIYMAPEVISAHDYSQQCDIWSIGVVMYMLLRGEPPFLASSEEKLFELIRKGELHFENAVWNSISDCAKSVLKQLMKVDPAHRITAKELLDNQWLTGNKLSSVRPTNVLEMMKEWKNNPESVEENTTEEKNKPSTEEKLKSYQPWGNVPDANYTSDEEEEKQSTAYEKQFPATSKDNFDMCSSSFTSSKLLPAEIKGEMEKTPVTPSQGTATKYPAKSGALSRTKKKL
# KCNQ2 block: KCNQ2 channel blockers in CHO-K1 cells – cell-based, FluxOR thallium flux, B-score, primary screen (AID 2156) | B-score at 10 µM | 20 min; stronger effect = lower value | O88943 | 310,000 compounds, 1.1% hits;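 active = fluorescence ratio B-score at most minus 3 library SDs, with starting brightness B-score within 2 library SDs, cut at about -5.5 in these data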
# * marks the source's active call; other numbers are inactive results; i = inactive; x = no result given.
SMILES,Kir21 inh,STK33 inh,KCNQ2 block
CCCC1=[N+](CC(=O)c2ccc(C)cc2)CCn2cccc21,-0.6,-1.9,i
Cc1ccc(-c2nnc(N)o2)cc1,0,-0.5,i
CCOC(=O)N1CCN(C(=O)/C(=C/c2cccc3ccccc23)NC(=O)c2ccc(OC)cc2)CC1,-0.51,1.6,i
CC(C)c1cc(-c2cc(C(=O)Nc3ccccc3)on2)nc(NCC2CC2)n1,0.15,-1.5,i
O=C(NCc1ccco1)/C(=C\c1ccccc1)NC(=O)c1ccccc1,0.95,0.9,i
CCOc1ccc2nc(SCC(=O)N(C)C3CCS(=O)(=O)C3)[nH]c2c1 (stereo not given),0.26,-1.1,i
COc1ccc2oc(=O)c(-c3nc4ccccc4o3)cc2c1,-0.1,1.6,i
Cc1ccc(NS(=O)(=O)c2cc([N+](=O)[O-])ccc2NNC(=S)Nc2cccc(Cl)c2)c(C)c1,-2.5,-0.4,i
Cc1ccc(OCc2cc(C(=O)N3CCC(C(O)C(C)C)CC3)no2)cc1C (stereo not given),0.36,0.7,i
CCC(NS(=O)(=O)c1ccc(OC)cc1)C(=O)O (stereo not given),0.71,0.0,i

# Gathered by group: the entries above containing four or more nitrogen atoms
SMILES,Kir21 inh,STK33 inh,KCNQ2 block
CC(C)c1cc(-c2cc(C(=O)Nc3ccccc3)on2)nc(NCC2CC2)n1,0.15,-1.5,i
Cc1ccc(NS(=O)(=O)c2cc([N+](=O)[O-])ccc2NNC(=S)Nc2cccc(Cl)c2)c(C)c1,-2.5,-0.4,i

# A stretch from further up, for reference:
SMILES,Kir21 inh,STK33 inh,KCNQ2 block
CCCC1=[N+](CC(=O)c2ccc(C)cc2)CCn2cccc21,-0.6,-1.9,i
Cc1ccc(-c2nnc(N)o2)cc1,0,-0.5,i
CCOC(=O)N1CCN(C(=O)/C(=C/c2cccc3ccccc23)NC(=O)c2ccc(OC)cc2)CC1,-0.51,1.6,i
CC(C)c1cc(-c2cc(C(=O)Nc3ccccc3)on2)nc(NCC2CC2)n1,0.15,-1.5,i

# (listing goes on)
SMILES,Kir21 inh,STK33 inh,KCNQ2 block
NC1=NC(c2ccc(Cl)cc2)n2c(nc3ccccc32)N1 (stereo not given),0.06,0.6,i
COc1ccc(-n2nnc3c(SCc4ccccc4)ncnc32)cc1,-1.6,0.0,i
Cc1no[n+]([O-])c1COc1ccc(/C=N/n2nnnc2N)cc1,-1.2,-3.4,i
COc1ccc(CN2CCN(C3CCC3)CC2CCO)cc1C (stereo not given),-0.49,0.3,i
CCOC(=O)c1[nH]c(C)c(C(=O)OCCOc2cccc(C)c2)c1C,-1.8,-2.1,i
Cc1ccc(S(=O)(=O)NC(=O)Nc2ncc3c(n2)CC(c2ccco2)CC3=O)cc1 (stereo not given),1.2,-0.1,i
O=C1/C(=C/c2ccccc2O)SC(=S)N1Cc1cccnc1,1.1,0.0,i
O=C(OCC(=O)N1CCCC1)c1cccc(Br)c1,-0.05,0.0,i
O=C(O)c1cccc(CN2C(=O)S/C(=C/c3ccccc3[N+](=O)[O-])C2=O)c1,1.1,-0.5,i
COc1ccc(CCNC(=S)NC2CCN(Cc3ccccc3)CC2)cc1OC,-0.68,0.2,i
O=C(Cn1c(-c2ccccn2)nc2ccccc21)NCCN1CCOCC1,1,-0.5,i
COc1ccccc1CN1CC(C(=O)NCc2cc(C(C)C)no2)CCC1=O (stereo not given),0.38,0.7,i
CN(C)CC(C)(C)CNC(=O)CC1C(=O)NCCN1Cc1ccc(-c2ccccc2)cc1 (stereo not given),0.32,-1.0,i
Cc1noc(C)c1COc1cccc(C(=O)N2CCc3ccccc32)c1,-1.2,-2.2,i
Cc1nc2sc(C(c3ccco3)N3CCc4ccccc4C3)c(O)n2n1 (stereo not given),-1.6,-0.9,i
C/C(N)=C(/C#N)C(=O)COC(=O)C1=NN(c2ccccc2)C(=O)CC1,-1.5,-0.5,i
COc1ccc2[nH]c3c(NCCCN4CCCC4=O)ncnc3c2c1,1.6,2.2,i
O=C1CC(c2ccc3c(c2)OCCO3)Oc2ccc([N+](=O)[O-])cc21 (stereo not given),0.07,-0.1,i
NS(=O)(=O)c1ccc(CCNC(=O)c2ccc(CS(=O)(=O)c3ccc(Br)cc3)o2)cc1,0.58,0.5,i
CCC(C)(C)NC(=O)C(c1ccccn1)N(C(=O)c1csnn1)c1ccc(C)cc1 (stereo not given),1.5,8.6,i
O=C(NCCc1cn[nH]c1)C1CCC(=O)N(CCc2cccc(F)c2)C1 (stereo not given),-0.77,1.3,i
CC(=O)Nc1ccc(NC(=O)Nc2ccccc2)cc1,-0.13,-3.5,i
CCOC(=O)N1CCN(C(=O)Cn2ncc3c2-c2ccccc2OC3)CC1,-0.74,1.1,i
COc1ccc(N2C(=O)/C(=C/N(C)C)NC2=S)cc1,-0.38,-1.0,i
Cc1cc(SCn2nnc3ccccc3c2=O)nc2ccccc12,-1.6,8.7,i
Cc1nn(-c2ccccc2)c(Cl)c1C1C(C#N)=C(N)Oc2c1c(C)nn2-c1ccccc1 (stereo not given),2.4,-0.3,i
CCS(=O)(=O)c1ccc2oc(=O)c(/C=C(\O)c3ccc(Cl)cc3)nc2c1,-0.64,-1.8,i
CC(C)CC(=O)N1CCN(Cc2ccc(C(F)(F)F)cc2)CC1,-0.26,-0.9,i
N=c1c2c(ncn1CCN1CCOCC1)Oc1cc(O)ccc1C2c1ccccc1 (stereo not given),-0.69,-4.5,i
CN(CCC#N)C(=O)CC(Cc1ccccc1)C1CCOC(C)(C)C1 (stereo not given),1.7,0.5,i
O=C(O)Cc1c(C(=O)O)nnn1-c1cccc(C(F)(F)F)c1,0.42,-0.6,i
Cc1ccc(CNCC(O)c2ccccc2)s1 (stereo not given),-5.3*,-0.2,i
CC(c1ccccc1)c1nnc(NC(=O)c2ccc3c(c2)OCO3)s1 (stereo not given),2.1,-0.2,i
O=C(Nc1cccc2nsnc12)c1ccc(-c2ccc(Br)cc2)o1,-0.32,-0.4,i
Cc1[nH]c(=S)c(C#N)c2c1CCCC2,-0.58,0.4,i
O=[N+]([O-])c1ccc(-c2ccc(/C=N/Nc3nc(N4CCCCC4)nc(N4CCCCC4)n3)o2)cc1,1.1,x,i
C/C(NC(=O)c1ccccc1F)=C1\C(=O)C[C@@H]2[C@H]1C2(C)C,1.5,-3.2,i
O=C(Nc1ccccc1)ON=C1c2ccccc2-c2ccccc21,-0.84,-0.1,i
N#CCCN(Cc1cccs1)C(=O)Nc1ccccc1,-0.02,-0.2,i
CO/N=C/c1ccc(N2CCOCC2)c([N+](=O)[O-])c1,1.6,1.2,i
O=C1C=C(NNC(=O)c2ccccc2Br)CCC1,-0.76,x,i
COc1cccc(NC(=O)C2C3C=CC4(O3)C2C(=O)N(C2CC2)C4C(=O)NC2CCCCC2C)c1 (stereo not given),-2.7,-2.0,i
CCOc1cccc2cc(C(=O)NCc3ccccc3)c(=N)oc12,-0.05,0.2,i
OC1(c2ccccc2)C/C(=N\n2cnnc2)C=C1c1ccccc1 (stereo not given),1.4,-0.7,i
CCOc1ccccc1C(=O)NCC(=O)OCCCOC(=O)CNC(=O)c1ccccc1OCC,-2.8,1.0,i
CN(Cc1nc(-c2cccs2)no1)CC1COCCO1 (stereo not given),-0.16,0.8,i
CC(=O)N1CCc2cc(S(=O)(=O)NC(Cc3ccccc3)C(=O)NCCN3CCCCC3C)ccc21 (stereo not given),0.02,0.0,i
Cc1ncc(CO)c2c1Oc1nc(-c3ccccc3)nc(SCC(=O)N3CCCCC3)c1C2,1.1,-2.4,i
CC(C)(C)C1CCC(=NNC(=O)CC(=O)NCc2ccccc2)CC1 (stereo not given),0.04,-0.2,i
CC(=O)Nc1ccccc1OC(C)C(=O)N1CC(C)CC(C)C1 (stereo not given),-1.3,1.2,i
# Following part:
SMILES,Kir21 inh,STK33 inh,KCNQ2 block
C/C(=N\NC(=O)c1ccc([N+](=O)[O-])cc1)c1c(O)cc(C)oc1=O,-0.23,0.2,i
O=C(CN1CCOCC1)Nc1cccc(C(F)(F)F)c1,0.11,-1.5,i
Cc1cccc(NC(=O)CSc2nnc(NC(=O)c3ccco3)s2)c1,0.37,0.6,i
c1csc(CSc2nnc3sc4ccccc4n23)c1,-0.08,0.0,i
COc1ccc(Nc2nc3ccccc3c(=O)s2)c(OC)c1,0.84,-1.6,i
COc1ccc(CNC(=O)COC(=O)C2CCC(C(C)(C)C)CC2)cc1 (stereo not given),-2.4,-2.1,i
Cc1cccc(C(=O)Nc2nnc(-c3ccncc3)o2)c1,0.1,-0.3,i
N#CCCCSc1nnc(-c2ccc(Cl)cc2)n1-c1ccccc1,-0.43,-0.8,i
CCC1CCCCN1C(=O)COc1ccc2c(c1)OCO2 (stereo not given),0.38,-2.8,i
Cc1ccc(/C=C/C(=O)O)cc1S(=O)(=O)NCCCC(=O)O,-0.46,-1.5,i
N/C(=N\OC(=O)c1ccc([N+](=O)[O-])cc1)c1ccccn1,0.27,-0.2,i
COc1cc(/C=N/NC(=O)CN(Cc2ccco2)S(=O)(=O)c2ccccc2)ccc1O,0.04,0.5,i
Cc1ccccc1NC(=S)Nc1cccc2cnccc12,-0.27,2.2,i
CCn1cc(C(=O)N2CCN(c3ccc(OC)cc3)CC2)c(=O)c2cc(S(=O)(=O)N3CCCCC3)ccc21,-0.47,-0.2,i
O=C(CC1Sc2ccccc2NC1=O)OCc1cc(=O)oc2cc(O)ccc12 (stereo not given),0.38,0.1,i
CC1=NNC(=O)C1CC(=O)N/N=C/C(C)=C/c1ccccc1 (stereo not given),-0.64,0.0,i
Cc1cccc(C)c1OCCN1C(=O)NC(C)(c2ccccc2)C1=O (stereo not given),-2.9,-0.4,i
O=C(NC(=S)NCc1cccnc1)c1ccccc1[N+](=O)[O-],0.11,-1.9,i
Cc1ccccc1NC(=S)NC(C)CCc1ccccc1 (stereo not given),-2,-0.6,i
Cc1cnccc1CN(C)C(=O)C1CCC(=O)N(Cc2ccccc2F)C1 (stereo not given),0.99,-1.7,i

# Compound profiles, as listed above. Order of screens: Kir21 inh | STK33 inh | KCNQ2 block
# Entry for Cc1ccccc1NC(=S)Nc1cccc2cnccc12 → -0.27 | 2.2 | i
# Entry for CC1=NNC(=O)C1CC(=O)N/N=C/C(C)=C/c1ccccc1 (stereo not given) → -0.64 | 0.0 | i
# Entry for O=C(NC(=S)NCc1cccnc1)c1ccccc1[N+](=O)[O-] → 0.11 | -1.9 | i
# Entry for Cc1cnccc1CN(C)C(=O)C1CCC(=O)N(Cc2ccccc2F)C1 (stereo not given) → 0.99 | -1.7 | i
# Entry for Cc1cccc(C)c1OCCN1C(=O)NC(C)(c2ccccc2)C1=O (stereo not given) → -2.9 | -0.4 | i

# (more compounds)
SMILES,Kir21 inh,STK33 inh,KCNQ2 block
CCN(CC)S(=O)(=O)c1ccc(-c2nnc(SCC(=O)N3CCc4ccccc43)o2)cc1,0.79,-1.4,i
Cc1c(CC(=O)O)c(=O)oc2cc(OCc3ccc(F)cc3F)ccc12,0.78,0.3,i
COC(=O)c1ccc(CNC(=O)CSc2nnc(COc3ccccc3)n2C)o1,-0.12,0.7,i
CCCCNC(=O)CN1CCN(Cc2ccc3cc(OC)ccc3c2)CC1,-0.96,-3.1,i
Cc1cc(C)c2nc(C)cc(Nc3ccc(C(=O)N(C)C)cc3)c2c1,0.78,0.4,i
O=C(Nc1ccccc1)/C(=C/c1ccc(O)cc1)NC(=O)c1ccco1,1.3,-0.2,i
O=C(NCCCNC(=O)c1ccco1)c1ccc(Cl)cc1,0.58,-0.1,i
Cc1ccc(-n2ncc3c(NCc4ccccn4)ncnc32)c(C)c1,1.6,-1.7,i
CN1C(=O)C(C)(C)c2cc(S(=O)(=O)NCCc3ccc(Cl)cc3)ccc21,-1.5,-0.6,i
COc1ccccc1/C=C/C=N/NC(=O)c1ccc(=O)n(C)c1,-2.4,-2.3,i
N#CCC(=O)Nc1ccc(C(=O)OCC(=O)NC(=O)Cc2ccccc2)cc1,2.2,-0.6,i
CC(C)CN1CCC(=O)N([C@H](CO)c2ccccc2)CC1,0.07,-3.5,i
COc1ccc(NC(=O)NS(=O)(=O)c2ccc(C)cc2)cn1,-0.01,0.6,i
O=C(NC(=S)Nc1cccc(NC(=S)NC(=O)c2ccco2)n1)c1ccco1,-1.6,-0.6,i
CC(=O)Oc1ccc2ccccc2c1C(NC(=O)Cc1ccccc1)c1ccccc1 (stereo not given),-1.5,5.9,i
Nn1c(SCC(=O)N2CCOCC2)nnc1C1CC1,0.15,0.4,i
CC(=O)c1ccccc1OC(=O)COc1ccc(Cl)cc1C,-0.33,0.6,i
CN(C)/C=C/C(=O)c1cnc(-c2ccccc2Cl)s1,-0.94,-1.5,i
CC(Oc1cccc(Cl)c1)C(=O)Nc1nc(-c2ccccn2)cs1 (stereo not given),-0.56,-0.6,i
CC1CN(S(=O)(=O)c2ccc(C(=O)O)cc2)CC(C)O1 (stereo not given),0.17,0.4,i
Cc1nc(C)c(/C(O)=C/c2nc3ccc([N+](=O)[O-])cc3oc2=O)o1,-0.83,-2.2,i
C=CCOc1ccccc1/C=N/O,-0.02,-1.0,i
COc1ccc(C)cc1NC(=S)NC12CN3CN(CN(C3)C1)C2,-0.19,-0.8,i
Cc1ccc(C(=O)N(CN2CCCC2=O)c2ccc(F)cc2)cc1,-1.7,-0.7,i
Cc1nccn1-c1cc(C(C)(C)C)nc2c(-c3ccccc3)cnn12,-0.45,0.0,i
CCOC(=O)c1nc2sc3c(c2c(=O)[nH]1)CCCC3,1.5,-0.8,i
CCC(=O)Oc1ccc2c(C)cc(=O)oc2c1C(=O)c1ccccc1,-0.35,1.4,i
CSc1nnc(CNC(=O)c2ccccc2)n1-c1cccc(C)c1,-0.01,0.4,i

# Bioassay records as filed in PubChem.
